High-throughput results from PubChem.
M4 ag = agonists of human muscarinic M4 receptor (CHRM4). P08173. CHO-K1 hM4/Gqi5, Fluo-8 calcium fluorescence; vehicle 0%, full acetylcholine response 100%. activation, % at 3 µM. 360,000 tested, 0.14% active. AID 624127;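 active means activation above the run mean over all test wells plus 3 SD, cut at about 32% in these data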;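 further: peak over basal fluorescence ratio per well then scaled between controls; 0% = DMSO wells and 100% = acetylcholine at EC100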
Target sequence (P08173 whole entry, looked up): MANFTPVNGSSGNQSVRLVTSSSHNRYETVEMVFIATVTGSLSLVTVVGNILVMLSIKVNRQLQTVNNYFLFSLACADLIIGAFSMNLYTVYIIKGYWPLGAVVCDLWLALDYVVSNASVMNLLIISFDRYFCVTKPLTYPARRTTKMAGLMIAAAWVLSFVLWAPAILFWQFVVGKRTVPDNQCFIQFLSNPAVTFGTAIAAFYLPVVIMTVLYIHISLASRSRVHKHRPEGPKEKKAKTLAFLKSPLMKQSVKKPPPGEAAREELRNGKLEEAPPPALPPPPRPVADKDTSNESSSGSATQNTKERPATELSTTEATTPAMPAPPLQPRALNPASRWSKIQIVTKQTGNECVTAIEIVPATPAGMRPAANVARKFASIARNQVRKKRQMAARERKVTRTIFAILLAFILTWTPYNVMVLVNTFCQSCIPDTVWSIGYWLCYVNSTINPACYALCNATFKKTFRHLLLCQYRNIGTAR
CHRM5 PAM = positive allosteric modulators of human muscarinic M5 receptor; P08912; CHO-K1 hM5, Fluo-8 calcium, ACh EC20 PAM; 0% = ACh EC20, 100% = ACh EC100; activation, % at 3 µM; 360,000 tested, 0.3% active; AID 624038;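 active means activation above the run cutoff, the mean activation of all test compounds plus 3 SD, cut at about 18% in these data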
Target sequence (P08912 whole entry, looked up): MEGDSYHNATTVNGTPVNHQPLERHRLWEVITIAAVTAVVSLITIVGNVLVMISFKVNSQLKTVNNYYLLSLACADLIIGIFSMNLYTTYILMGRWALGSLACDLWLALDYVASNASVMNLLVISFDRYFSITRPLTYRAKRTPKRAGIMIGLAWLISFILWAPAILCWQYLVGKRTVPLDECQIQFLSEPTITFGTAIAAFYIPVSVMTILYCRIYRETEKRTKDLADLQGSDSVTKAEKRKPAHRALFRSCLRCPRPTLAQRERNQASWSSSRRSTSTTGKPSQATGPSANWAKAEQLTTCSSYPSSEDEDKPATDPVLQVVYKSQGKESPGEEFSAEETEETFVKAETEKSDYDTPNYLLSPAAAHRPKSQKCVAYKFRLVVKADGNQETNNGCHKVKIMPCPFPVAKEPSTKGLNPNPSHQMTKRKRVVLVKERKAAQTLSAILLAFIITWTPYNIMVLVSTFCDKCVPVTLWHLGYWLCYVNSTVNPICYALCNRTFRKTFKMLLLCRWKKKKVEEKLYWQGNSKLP
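Replicates: One well per compound, no replicates | System: Human M5 receptor in CHO-K1 cells | Benchmarks: Low control EC20 acetylcholine (0%), high control EC100 acetylcholine (100%) | Probe or stimulus: Acetylcholine, EC20 level | Times: Fluo-8 loading 80 min at 37 °C plus 30 min room temperature | Signal: Intracellular calcium via Fluo-8 fluorescence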
CHO-K1 Ca ag = M1 agonist counterscreen hit in parental CHO-K1 cells. 360,000 tested, 0.48% active. activation, % at 3 µM. Fluo-8 calcium fluorescence; scaled to maximal ATP response, vehicle zero; in the data active means activation above about 15%;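 further: untransfected CHO-K1 host cells lacking M1 receptor as counterscreen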
CHO-K1 Ca PAM = nonselective activator or artifact in parental CHO-K1 calcium assay. ATP EC20, Fluo-8 calcium fluorescence; 0% at ATP EC20, 100% at ATP max. activation, % at 3 µM. 360,000 tested, 0.02% active. AID 602247;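 active means activation above the run cutoff, the mean activation of all test compounds plus 3 SD, cut at about 40% in these data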;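 further: peak over basal fluorescence ratio in a 140 s read after ATP addition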
CHRM4 antagonist = blocks acetylcholine activation of human M4 receptor; P08173; CHO-hM4 cells, ACh EC80, Fluo-8 calcium fluorescence; inhibition, % at 3 µM; 360,000 tested, 0.73% active; AID 624125;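 active means inhibition above its plate's cutoff, the mean inhibition of sample wells plus 3 SD, cut at about 27% in these data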;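 further: 0% = acetylcholine EC80 with DMSO and 100% = DMSO without agonist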
M5 ag = CHRM5 agonism in calcium assay. P08912. CHO-K1 hM5 cells, Fluo-8 calcium fluorescence; 0% DMSO wells, 100% maximal acetylcholine response. activation, % at 3 µM. 360,000 tested, 0.19% active. AID 624037;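 active means activation above the run's mean over test compounds plus 3 SD, cut at about 23% in these data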;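 further: signal is peak over basal fluorescence ratio across the kinetic read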
CHO-K1 Ca antag = M1 antagonist counterscreen hit in parental CHO-K1 cells; inhibition, % at 3 µM; 360,000 tested, 0.6% active; AID 602250; ATP-induced calcium, Fluo-8 fluorescence;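 active means inhibition above a per-plate cutoff, the plate's mean sample inhibition plus 3 SD, cut at about 24% in these data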;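 further: 0% = DMSO plus EC80 ATP and 100% = DMSO alone without ATP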
CHRM4 PAM = potentiates acetylcholine response at human M4 receptor | P08173 | CHO-K1 hM4/Gqi5, Fluo-8 calcium fluorescence, ACh EC20; 0% = ACh EC20, 100% = maximal ACh | activation, % at 3 µM | 360,000 tested, 0.4% active | AID 624126;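 active means activation above its plate's cutoff, the mean activation of sample wells plus 3 SD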; further: some results filed as inactive read as strong as hits
CHRM5 antagonist = antagonists of human muscarinic M5 receptor (CHRM5); 360,000 tested, 0.59% active; CHO-hM5 cells, Fluo-8 calcium fluorescence, ACh EC80; inhibition, % at 3 µM;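 active means inhibition above a per-plate cutoff, the mean of that plate's test compounds plus 3 SD, cut at about 27% in these data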;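 further: 0% = acetylcholine EC80 with DMSO and 100% = DMSO without agonist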
Active calls of the source: *; / = not tested or not shown. Not a hit list; 2.7% or so of the library scored in one or more.

nr	SMILES	M4 ag	CHRM5 PAM	CHO-K1 Ca ag	CHO-K1 Ca PAM	CHRM4 antagonist
1	COc1ccc(NC(=O)CNC(=O)c2c(C)nn(C)c2Cl)cc1	13	-3	2.3	1	-19
2	Cc1cccc(NC(=O)C2CCN(S(=O)(=O)c3cccc4nsnc34)CC2)c1	7	-10	7.3	13	-3
3	COc1ccc(NC(=S)N=Nc2c(O)[nH]c3ccccc23)cc1	0	-3	0.8	-2	7
4	COc1ccc(/C=C/C(=O)OCC(=O)Nc2cc(S(=O)(=O)N(C)C)ccc2Cl)cc1	1	5	6.6	-2	-4
5	O=C(COC(=O)C1CCN(c2ccc(C(F)(F)F)cn2)CC1)c1ccccc1Cl	6	-11	2.0	5	-4
6	O=C(Cc1cccs1)N/N=C\c1ccc([N+](=O)[O-])s1	8	-1	5.0	20	-5
7	O=C1Cc2cc(S(=O)(=O)Nc3ccc(F)cc3Cl)ccc2N1	1	10	0.7	-7	-7
8	CC(C)OP(=O)(c1ccc(N(C)C)cc1)C(Nc1ccccc1)c1cccnc1 (centres undefined)	1	-1	2.3	15	-4
9	O=C(Nc1ccc(F)cc1)N1CCCCCC1	2	0	1.0	-7	-1
10	COC(=O)[C@@]12C[C@@H](CC(=O)NCc3ccc(OC)c(OC)c3)C(=O)N(Cc3cccc4ccccc34)C1=CCC(C)(C)C2	8	-6	/	/	1

nr	M5 ag	CHO-K1 Ca antag	CHRM4 PAM	CHRM5 antagonist
1	3	-9	-6	8
2	-2	-12	-12	16
3	-4	-5	-17	4
4	1	-4	-1	-1
5	1	-3	5	10
6	1	-16	7	6
7	4	1	8	-1
8	-1	-1	3	-4
9	-3	1	-5	5
10	3	/	2	-1

Following part.
nr	SMILES	M4 ag	CHRM5 PAM	CHO-K1 Ca ag	CHO-K1 Ca PAM	CHRM4 antagonist
11	O=C1NN(c2cccc(Br)c2)C(=O)/C1=C\c1ccc(N2CCOCC2)cc1	0	1	0.3	6	2
12	Cc1ccc(C(=O)N2CCN(c3ccccc3F)CC2)cc1S(=O)(=O)N1CCOCC1	3	-3	1.4	25	-11
13	O=C(Nc1ccccc1C(=O)O)c1cccc(NC(=O)c2ccco2)c1	-2	10	-0.1	7	0
14	Cc1cc(-c2ccco2)n(CC(=O)NCc2ccco2)n1	0	-5	0.1	-2	-14
15	CC(=O)c1cccc(NC(=O)COc2ccccc2)c1	1	-8	-0.1	-8	7
16	O=S(=O)(NC1CCCCCCC1)c1ccc(F)cc1	0	-11	3.1	24	-3
17	CCC(C)C(NC(N)=O)C(=O)Nc1ccc(C)c(Cl)c1 (centres undefined)	0	-4	0.2	-1	-1
18	O=C(CNS(=O)(=O)c1cccs1)N1CCc2ccccc2C1	1	-2	0.7	0	-6
19	CCCNC(=O)CCC(=O)Nc1ncc(-c2ccc(C)cc2)n1C	-2	-4	0.0	17	-14
20	O=C(Cn1nc(-c2ccc(Cl)cc2)ccc1=O)NCc1ccc2c(c1)OCO2	3	-9	1.0	8	-2

nr	M5 ag	CHO-K1 Ca antag	CHRM4 PAM	CHRM5 antagonist
11	2	-12	-2	8
12	0	-14	4	4
13	3	-1	7	-1
14	0	0	3	-3
15	-1	32*	-4	9
16	-5	-11	-7	14
17	1	2	-4	14
18	-3	-2	5	2
19	-4	-6	11	3
20	-2	-4	-2	4

Next structures:
nr	SMILES	M4 ag	CHRM5 PAM	CHO-K1 Ca ag	CHO-K1 Ca PAM	CHRM4 antagonist
21	CCOc1ccc(NC(=O)Nc2nc3ccc(S(C)(=O)=O)cc3s2)cc1	2	-3	1.2	7	-16
22	Cc1ccc(C2SCC(=O)N2Cc2cn3ccsc3n2)o1 (centres undefined)	2	2	0.3	21	-5
23	COc1ccc(/C=N/n2cnn(Cc3ccccc3Cl)c2=S)cc1	0	-5	0.2	-13	-3
24	CCOC(=O)C1CCN(CC(=O)Nc2c(C(=O)OC)n(C)c3cccc(C)c23)CC1	5	-7	1.3	15	-11
25	O=C(NCc1cccs1)C1CC(=O)N(c2ccc(Cl)cc2)C1 (centres undefined)	2	-9	0.3	-8	-4
26	CCc1ccc(N2C(=O)c3sc4nnc(C)c(=O)n4c3C2=O)cc1	1	2	-0.1	9	2
27	O=C(NC(=S)Nc1ccc(Cl)cc1)c1cncc(Br)c1	1	2	1.4	5	-1
28	CCN(CC(=O)N1CCCC1)S(=O)(=O)c1ccc(OC)cc1	1	7	5.6	16	-12
29	CC(=O)C1=C(C)NC(SCc2cccc3ccccc23)=C(C#N)C1c1ccco1 (centres undefined)	1	-1	1.6	25	-1
30	Cc1n[nH]c(C)c1S(=O)(=O)N1CCCC(C(=O)NCC2COc3ccccc3O2)C1 (centres undefined)	0	1	0.1	12	0

nr	M5 ag	CHO-K1 Ca antag	CHRM4 PAM	CHRM5 antagonist
21	-2	-10	1	1
22	-7	-8	6	-10
23	-2	10	-6	5
24	0	-6	5	-9
25	-3	-2	-6	-12
26	-1	-1	4	-2
27	-1	0	-7	8
28	1	-17	6	-13
29	0	-8	2	6
30	-1	-11	3	6

Record cards, as listed above. Values in the order: M4 ag	CHRM5 PAM	CHO-K1 Ca ag	CHO-K1 Ca PAM	CHRM4 antagonist	M5 ag	CHO-K1 Ca antag	CHRM4 PAM	CHRM5 antagonist
`CCc1ccc(N2C(=O)c3sc4nnc(C)c(=O)n4c3C2=O)cc1` across the screens: 1	2	-0.1	9	2	-1	-1	4	-2
`O=C(NCc1cccs1)C1CC(=O)N(c2ccc(Cl)cc2)C1` (centres undefined) across the screens: 2	-9	0.3	-8	-4	-3	-2	-6	-12

Further results follow.
nr	SMILES	M4 ag	CHRM5 PAM	CHO-K1 Ca ag	CHO-K1 Ca PAM	CHRM4 antagonist
31	CC(C)Nc1oc(-c2cccc3ccccc23)nc1C#N	-1	1	0.2	-1	-1
32	Cc1ccc(NC(=O)CSc2nnc3ccccn23)cc1	0	-7	-0.5	4	7
33	COc1ccc(CN2CCN(C(=O)c3ccc4c(c3)CCC4)CC2)cc1OC	2	2	0.0	5	-3
34	COc1cc(NC(=O)COC(=O)CNC(=O)C23CC4CC(CC(C4)C2)C3)cc(OC)c1	5	-3	1.6	11	-13
35	Cn1nc([N+](=O)[O-])nc1Sc1nnc(-c2ccccc2)o1	0	6	0.5	5	-7
36	COC(=O)[C@H](Cc1ccccc1)NS(=O)(=O)N[C@@H](Cc1ccccc1)C(=O)OC	3	-4	0.6	6	3
37	N/C(=N\OC(=O)CCCc1ccccc1)c1ccccc1Cl	0	-1	1.4	-18	-2
38	Cc1nc2cc(NS(=O)(=O)c3ccccc3)ccc2n1C	4	5	3.1	18	-22
39	COc1cc(/C=C/c2cc(C(=O)O)c3ccccc3n2)cc(OC)c1O	1	-3	0.8	21	-2
40	CCCN1CCC(C(=O)NC(c2ccc(Cl)cc2)c2ccsc2)CC1 (centres undefined)	2	7	2.0	18	-4

nr	M5 ag	CHO-K1 Ca antag	CHRM4 PAM	CHRM5 antagonist
31	-4	-8	2	-6
32	-3	-5	-5	7
33	-1	-11	2	7
34	2	-8	8	8
35	-6	8	3	0
36	3	4	8	10
37	-4	2	-5	-5
38	1	-4	-1	-16
39	-1	-15	-1	-9
40	-1	-11	1	-9

6 compounds from above, ordered by the number in CHRM4 antagonist, descending.
| No. | compound | CHRM4 antagonist |
| --- | --- | --- |
| 32 | Cc1ccc(NC(=O)CSc2nnc3ccccn23)cc1 | 7 |
| 36 | COC(=O)[C@H](Cc1ccccc1)NS(=O)(=O)N[C@@H](Cc1ccccc1)C(=O)OC | 3 |
| 31 | CC(C)Nc1oc(-c2cccc3ccccc23)nc1C#N | -1 |
| 37 | N/C(=N\OC(=O)CCCc1ccccc1)c1ccccc1Cl | -2 |
| 35 | Cn1nc([N+](=O)[O-])nc1Sc1nnc(-c2ccccc2)o1 | -7 |
| 34 | COc1cc(NC(=O)COC(=O)CNC(=O)C23CC4CC(CC(C4)C2)C3)cc(OC)c1 | -13 |

Additional results.
nr	SMILES	M4 ag	CHRM5 PAM	CHO-K1 Ca ag	CHO-K1 Ca PAM	CHRM4 antagonist
41	CC(=O)N(C(C)=O)S(=O)(=O)c1ccc(N=NN2CCCCC2)cc1	0	-1	3.3	-4	2
42	Cc1cs/c(=N\N=C\c2ccc(O)cc2)n1Cc1ccco1	1	-5	0.0	9	-8
43	N#CCCN1CCN(C2=NC(=O)C(=C3CCCCC3)S2)CC1	0	1	0.6	20	8
44	CCOc1ccc2[nH]c(S(=O)(=O)CC)nc2c1Cl	0	-3	-0.2	-4	3
45	Oc1ccc(C[C@@H](CN2CCCC2CN2C(=S)NC[C@@H]2Cc2ccccc2)N2C[C@H](Cc3ccccc3)N(CC3CCCCC3)C2=S)cc1 (some centres undefined)	1	-5	0.1	10	-4
46	CSCCC(NC(=O)c1ccccc1)C(=O)NCC(C)(C)N1CCOCC1 (centres undefined)	2	0	-0.5	14	-15
47	Oc1ccc(Cl)cc1C1=NNC(c2cccs2)C1 (centres undefined)	0	-2	0.6	10	3
48	CC(=O)NN=C1CCC(c2ccccc2)CC1 (centres undefined)	0	-3	-0.1	-13	11
49	COC(=O)[C@H](Cc1ccccc1)NC(=O)NCc1ccc(S(N)(=O)=O)cc1	0	-1	-0.1	3	-5
50	CCOc1ccc(N(CC(=O)NCC2CCCO2)S(=O)(=O)c2ccc(C)cc2)cc1 (centres undefined)	0	3	-0.1	5	7

nr	M5 ag	CHO-K1 Ca antag	CHRM4 PAM	CHRM5 antagonist
41	-2	-6	9	3
42	-2	4	3	11
43	-2	-7	-2	-1
44	-6	12	9	2
45	3	12	-7	-8
46	-3	-10	10	-1
47	-1	1	-5	6
48	-3	11	2	7
49	1	0	7	6
50	-4	-7	-1	6

Carrying on:
nr	SMILES	M4 ag	CHRM5 PAM	CHO-K1 Ca ag	CHO-K1 Ca PAM	CHRM4 antagonist
51	CCc1ccc(N2CC(C(=O)N/N=C/c3cccc([N+](=O)[O-])c3)CC2=O)cc1 (centres undefined)	-1	2	-0.9	-2	-7
52	CCCN1C(=O)C2(OCCO2)c2cc(Cl)ccc21	0	1	0.1	12	3
53	CCCn1c(SCC(=O)Nc2ccc(F)c(Cl)c2)nc(O)cc1=O	1	5	-0.6	4	-13
54	COc1ccc(-c2nnc(NC(=O)CS(=O)(=O)c3ccc(F)cc3)o2)c(OC)c1	0	0	0.9	10	-11
55	CSCCC(NC(=O)c1ccccc1Br)C(=O)N1CCCC(C(F)(F)F)C1 (centres undefined)	3	-2	12	12	-3
56	O=C(Nc1ccc(Cl)cc1F)c1ccccc1Br	0	-4	0.3	18	-6
57	COc1ccc(CC(=O)OCC(=O)Nc2ccc(OC(F)F)cc2)cc1OC	2	-2	0.9	-19	0
58	CC(OC(=O)CSc1ccc(F)cc1)C(=O)NC1(C#N)CCCCC1 (centres undefined)	1	0	1.8	19	-4
59	OC1CCN(Cc2ccc3ccccc3c2)CC1	1	11	0.2	9	7
60	Cc1ccc2c(c1)cc1c(=O)n(CC(=O)N(C)c3ccccc3)nc(C)n12	2	5	0.5	2	3

nr	M5 ag	CHO-K1 Ca antag	CHRM4 PAM	CHRM5 antagonist
51	0	-22	-5	-12
52	-8	-4	-6	11
53	4	2	6	9
54	1	9	8	0
55	-3	4	4	8
56	-4	-11	6	6
57	4	-3	1	9
58	-6	-15	2	9
59	0	-9	-3	-4
60	1	-11	16*	-12
